Bioassay records deposited in PubChem BioAssay by The Scripps Research Institute Molecular Screening Center.
DDE Tn6 FP inh: disrupts Tn6 cyclic peptide binding to fibrin D-Dimer-E complex. P02675. Fibrin DD(E) TRITC-Tn6 fluorescence polarization displacement. inhibition, % at 8.3 µM. hit rate 0.21% among 370,000. AID 720509;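 active = inhibition above a per-campaign cutoff: mean of compounds within control limits plus 3 SD, cut at about 15% in these data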;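 also: 0% = median of all compound wells on the plate and 100% = blocking peptide control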
DDE Tn7 FP inh: inhibitors of Tn7 peptide binding to human fibrin DD(E); P02675; FP displacement of FITC-Tn7 peptide from fibrin DD(E); 0% = median of compound wells per plate; inhibition, % at 8.3 µM; hit rate 0.13% among 370,000; AID 720508;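 active = inhibition above the mean of compounds falling within the control limits plus 3 SD of them, cut at about 14% in these data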;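 also: 0% = plate median of compound wells and 100% = 10 µM Aha-Tn7 peptide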
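Test system – human fibrin DD(E) · Times – 10 min preincubation, 3 h with tracer, room temperature · Detection – fluorescence polarization of the labelled Tn7 tracer · Measure – percent inhibition normalized to high-control wells · Benchmarks – high control wells with 10 µM unlabelled Aha-Tn7 peptide (full inhibition) · Repeats – singlicate testing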
TDP2 inh: TDP2 (human) inhibition, absorbance primary screen; AID 720702; hit rate 0.34% among 370,000; inhibition, % at 12.8 µM; recombinant TDP2, T5PNP hydrolysis, p-nitrophenol absorbance 415 nm;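 active = inhibition above the mean of all tested compounds plus 3 SD, set per campaign, cut at about 25% in these data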;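 also: 0% = DMSO with enzyme and 100% = buffer with substrate but no TDP2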
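Incubation: 2 h at 37 °C; Test system: recombinant human TDP2; Quantity: enzyme 120 nM; Read-out basis: percent inhibition; Medium: 50 mM Tris-HCl pH 7.5 with Mg2+, KCl, DTT, BSA; Repeats: single replicate; Compound: 12.8 µM single point, 1% DMSO; Signal: epi absorbance; Reagent: 5 mM T5PNP chromogenic substrate; Benchmarks: no-enzyme high, DMSO-plus-enzyme low.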
PLCb3 inh: blocks human PLC-beta3 enzyme activity. hit rate 0.18% among 370,000. inhibition, % at 12.2 µM. Purified PLC-beta3, fluorogenic substrate, fluorescence. Q01970. AID 720704; in the data active = inhibition above about 11%;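 also: 0% = median of compound wells on plate and 100% = full blocker control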
ADAM17 inh: inhibitors of human ADAM17. P78536. recombinant ADAM17, EDANS/DABCYL FRET peptide cleavage. inhibition, % at 6.95 µM. hit rate 0.83% among 370,000. AID 720648;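 active = inhibition above the mean of compounds lying between control limits plus 3 SD, set per campaign, cut at about 8.5% in these data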;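 also: 0% = DMSO-only wells as the low control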
Target sequence (P78536 215-824 limits assumed): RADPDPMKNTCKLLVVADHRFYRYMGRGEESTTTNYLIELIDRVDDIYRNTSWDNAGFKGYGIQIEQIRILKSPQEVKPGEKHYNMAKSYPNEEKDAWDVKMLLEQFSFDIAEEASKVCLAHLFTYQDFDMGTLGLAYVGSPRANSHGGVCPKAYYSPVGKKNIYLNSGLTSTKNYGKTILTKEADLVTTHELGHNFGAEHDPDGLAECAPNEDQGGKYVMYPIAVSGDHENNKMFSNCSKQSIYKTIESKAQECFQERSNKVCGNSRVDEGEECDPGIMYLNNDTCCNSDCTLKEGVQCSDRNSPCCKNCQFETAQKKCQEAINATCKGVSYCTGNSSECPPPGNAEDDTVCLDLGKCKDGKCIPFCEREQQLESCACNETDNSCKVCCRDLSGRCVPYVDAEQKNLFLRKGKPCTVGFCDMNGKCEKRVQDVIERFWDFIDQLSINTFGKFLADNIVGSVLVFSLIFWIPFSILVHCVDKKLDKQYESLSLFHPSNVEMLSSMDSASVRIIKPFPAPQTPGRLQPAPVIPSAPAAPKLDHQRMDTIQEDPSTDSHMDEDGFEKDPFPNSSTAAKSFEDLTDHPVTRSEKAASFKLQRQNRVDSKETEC
ASAP1 inh: ASAP1 ArfGAP inhibition; Q9ULH1; ASAP1-stimulated ARF1 GTP hydrolysis, GDP FP detection; inhibition, % at 16.5 µM; hit rate 0.19% among 360,000; AID 624377; in the data active = inhibition above about 25%;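 also: 0% = vehicle with enzyme and substrate and 100% = no enzyme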
Target sequence (Q9ULH1 325-724 limits assumed): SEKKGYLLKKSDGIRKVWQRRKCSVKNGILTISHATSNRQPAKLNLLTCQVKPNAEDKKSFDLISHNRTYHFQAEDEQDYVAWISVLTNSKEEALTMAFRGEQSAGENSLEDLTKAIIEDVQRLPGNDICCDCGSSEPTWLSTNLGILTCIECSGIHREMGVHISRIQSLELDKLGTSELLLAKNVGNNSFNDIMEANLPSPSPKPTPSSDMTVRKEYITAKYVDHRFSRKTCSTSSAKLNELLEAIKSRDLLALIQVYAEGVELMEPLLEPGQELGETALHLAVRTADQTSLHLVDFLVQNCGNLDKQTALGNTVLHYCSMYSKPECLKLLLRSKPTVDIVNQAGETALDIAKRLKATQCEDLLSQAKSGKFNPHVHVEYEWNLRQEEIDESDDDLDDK
ADAM10 inh: inhibits human ADAM10 | O14672 | recombinant ADAM10, EDANS/DABCYL FRET peptide cleavage, 3 h | inhibition, % at 7 µM | hit rate 0.62% among 370,000 | AID 720582;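 active = inhibition above a per-campaign cutoff equal to the mean of compounds falling between control-based bounds plus 3 SD, cut at about 20% in these data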;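 also: 0% = DMSO wells while the 100% control is not disclosed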
PLCg1 inh: inhibitors of human phospholipase C gamma1; purified PLC-gamma1, fluorogenic substrate, fluorescence; hit rate 0.84% among 370,000; P19174; inhibition, % at 12.2 µM; AID 720700; in the data active = inhibition above about 9.5%
ARFGAP1 inh: inhibits rat ARF GTPase activating protein 1 | Q62848 | Arfgap1-stimulated ARF1 GTP hydrolysis, GDP FP detection | inhibition, % at 16.5 µM | hit rate 0.26% among 360,000 | AID 651572;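 active = inhibition above a per-plate limit, mean inhibition of low control wells plus 3 SD, cut at about 25% in these data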;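 also: 0% = DMSO wells with enzyme and 100% = wells lacking Arfgap1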
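System: truncated rat Arfgap1 GAP domain / Benchmarks: high control wells lacking Arfgap1, low control full reaction with DMSO / Times: compound-enzyme preincubation 20 min, reaction 120 min, detection 60 min, 25 °C / Repeats: one replicate per compound / Also added: human ARF1(Δ1-17)-GTP substrate / Measured by: Tracer-displacement fluorescence polarization with EDTA stop, 620/688 nm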
SIAE inh: inhibitors of human sialic acid acetylesterase SIAE. Q9HAT2. SIAE FP-Rh probe binding, fluorescence polarization. inhibition, % at 9.66 µM. hit rate 0.69% among 370,000. AID 1053197;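 active = inhibition above a cutoff: mean of compounds within the control limits plus 3 SD of those, cut at about 17% in these data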;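 also: 0% = plate median of compound wells and 100% = probe without SIAE protein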
* = called active by the depositor; i = inactive; nt = not tested or not shown. No enrichment for hits. About 3.6% of those tested had a hit in this group.

SMILES	DDE Tn6 FP inh	DDE Tn7 FP inh	TDP2 inh	PLCb3 inh	ADAM17 inh	ASAP1 inh	ADAM10 inh	PLCg1 inh	ARFGAP1 inh	SIAE inh
COc1ccc(CNS(=O)(=O)c2ccc(-c3cc(C)no3)cc2)cc1	-2	-6	10	-12	1	12	5	0	-7	-3
Cc1nc(-c2ccc(C(=O)NCCO)cc2)cs1	3	-3	6	6	2	11	6	4	10	8
COc1ccc2c(C)cc(SCC(=O)N3CCOCC3)nc2c1	-3	-8	-2	-36	-5	11	-19	-31	5	-5
C/C(=N\Nc1ccccc1Cl)c1ccc(-n2ccnc2)cc1	3	-1	-15	-8	0	-2	8	-2	-12	13
O=C(c1cc2nc(-c3cccs3)cc(C(F)(F)F)n2n1)N1CCCc2ccccc21	0	3	-4	-22	-4	9	-2	-17	7	-8
C=CCNC(=O)CSc1n[nH]c(-c2cc(Cl)ccc2OC)n1	-2	8	4	-4	-4	-1	-8	-1	-6	-2
COC(=O)C1=C(C)N(CCCC(=O)O)C(=O)NC1c1cccc(Cl)c1Cl (stereo not given)	6	-3	1	1	-4	2	8	4	10	11
Cc1cc(C(=O)NN=C2CCCCC2)c2ccccc2n1	-9	-1	-7	-4	-4	-6	-2	1	2	-8
COc1ccc(N=Nc2c(C)[nH][nH]c2=O)cc1	1	-2	-10	2	3	6	18	4	4	2
C=CCn1c(SC2CCOC2=O)nc2sc(C)c(C)c2c1=O (stereo not given)	6	6	9	2	-2	-4	-2	7	7	8

Random excerpt: 2 compounds from above
SMILES	DDE Tn6 FP inh	DDE Tn7 FP inh	TDP2 inh	PLCb3 inh	ADAM17 inh	ASAP1 inh	ADAM10 inh	PLCg1 inh	ARFGAP1 inh	SIAE inh
COC(=O)C1=C(C)N(CCCC(=O)O)C(=O)NC1c1cccc(Cl)c1Cl (stereo not given)	6	-3	1	1	-4	2	8	4	10	11
C/C(=N\Nc1ccccc1Cl)c1ccc(-n2ccnc2)cc1	3	-1	-15	-8	0	-2	8	-2	-12	13

Going on with the list.
SMILES	DDE Tn6 FP inh	DDE Tn7 FP inh	TDP2 inh	PLCb3 inh	ADAM17 inh	ASAP1 inh	ADAM10 inh	PLCg1 inh	ARFGAP1 inh	SIAE inh
O=C1NC(c2ccncc2)Nc2ccccc21 (stereo not given)	-3	0	-8	-56	-31	4	-87	-53	-1	-1
O=C(O)C1C2CCC(O2)C1C(=O)Nc1ccc(O)cc1 (stereo not given)	2	1	-5	-30	-1	1	-9	0	20	6
COc1ccc(C2NCCCC2c2ccccc2)cc1 (stereo not given)	1	-10	-6	3	2	3	4	5	0	-1
CSc1nsc(SCC(=O)Nc2ccc(C(C)=O)cc2)n1	3	3	-1	3	-1	2	10	-1	2	-4
Cc1cc(C)n(-c2nnc(C)n2NS(=O)(=O)c2ccc(F)cc2)n1	0	3	-7	-1	1	-10	3	-1	6	4
Cc1ccc(Cn2c(C(C)Nc3nc(C)cs3)nc3cc(Cl)c(Cl)cc32)cc1 (stereo not given)	6	-8	-3	1	3	-2	5	5	0	-2
COc1ccc(C2=NCCn3nc4cc(C(F)(F)F)ccc4c32)cc1	7	-4	-5	-3	-2	-1	0	-1	-3	1
CCN(CC)CCCNC(=O)CSc1nnc(-c2ccncc2)n1-c1ccc(OC)cc1	-5	3	-2	-1	-4	nt	-3	4	nt	-1
COc1cccc(CN(C)C(=O)c2cccnc2SC)c1OC	-7	2	5	0	-3	9	-4	0	18	-3
COC(=O)C(CC(=O)c1cccc(OC)c1)c1ccc(F)cc1 (stereo not given)	7	-1	-9	-1	-3	-12	-8	2	17	-2
Cc1ccccc1N(C(=O)c1snc(C(N)=O)c1N)C(C(=O)NC1CCCCC1)c1ccc(O)cc1 (stereo not given)	10	-4	-7	-404	-237	12	i	-301	-1	-12
Cc1ccc(NC(=S)NC2CCN(Cc3ccccc3)CC2)cc1	3	-5	-6	3	-2	8	-2	2	5	-3
Cc1ccc(S(=O)(=O)c2c[nH]c3ccc(C)cc3c2=O)cc1	0	0	-6	-7	-6	8	-4	0	-10	0
CCOc1ccc(/C=N/Nc2nncc(-c3ccccc3)n2)cc1OC	3	6	-12	-5	-1	-2	10	4	1	2
O=C(Cn1nnc2ccccc2c1=O)NC1CCCc2ccccc21 (stereo not given)	2	-2	-14	3	-2	5	-5	0	-9	-5
COc1ccccc1-c1nn2c(C(F)(F)F)nnc2s1	-5	6	-1	-7	-11	6	-45	-8	13	-6
Nc1nonc1C(=O)NCCNC(=O)c1ccc(Cl)c(Cl)c1	-2	-3	-5	-2	1	4	1	4	8	-6
CC(C)c1ccc(NC(=O)CCS(=O)(=O)c2cccc3nonc23)cc1	0	-4	-11	-6	2	-9	-4	-2	8	-1
O=C(OCc1nnc(-c2ccccc2)o1)C1CC(=O)N(CCc2ccccc2)C1 (stereo not given)	-1	-1	6	-9	-3	12	-8	-2	6	-2
O=C1CC(c2ccccc2)Oc2ccc(Cl)cc21 (stereo not given)	-3	4	5	-10	-10	3	-54	-6	-15	2
Cc1ccc(C(=O)NCCc2nnc3ccc(SCC(=O)Nc4ccccc4F)nn23)cc1	-2	-1	4	-8	-6	-17	-6	-1	2	3
CCN(CC)c1nc(N2CCN(CCO)CC2)nc2ccccc12	-2	0	-5	-9	-2	0	-2	-4	6	1
CCOC(=O)c1[nH]c(C)c(C(=O)N(CC)CC)c1C	-3	8	8	-4	-2	-11	-18	-2	3	1
CCOc1ccc(Cl)cc1S(=O)(=O)N1CCC(C(=O)N2CCCC2)CC1	-1	11	-3	-2	0	-11	5	-2	1	-2
COc1ccc(NC(=O)c2oc3ccccc3c2CSC)cn1	-5	1	-1	-8	2	5	1	0	4	-6
N#Cc1c(-c2ccccc2)nc(SCc2ccc(Cl)cc2)[nH]c1=O	-5	-3	16	-15	-3	-8	6	-5	-8	-10
COCC(=O)N/N=C(\C)CC(=O)NCc1ccco1	0	2	-3	-8	-2	-6	1	-7	2	-1
CCOC(=O)C1=C(C)Nc2nc(C)nn2C1c1ccc(OCC)c(OC)c1 (stereo not given)	-3	6	-1	1	-1	-8	-11	-1	-2	-1
Cc1ccc(NC(=O)c2ccc(Cl)c(N3C(=O)C=CC3=O)c2)cc1	9	3	10	-5	-4	-3	-7	-4	3	-15
COc1cc(/C=C2/SC(=S)N(CCC(=O)N3CCN(C)CC3)C2=O)cc(OC)c1OC	-8	-2	8	-31	-3	-1	-7	-21	-1	4
CC(C)c1ccc(OCc2nc(-c3ccccn3)no2)c(Br)c1	-2	0	5	0	0	5	-1	1	0	-5
CCN(Cc1ccccc1)S(=O)(=O)c1c(C)n(C)c(=O)n(C)c1=O	10	3	-1	-4	1	-9	-3	3	-6	3
CCOc1ccc(-c2nc(C)c(C(C)=O)n2O)cc1	6	0	3	-3	-2	1	2	1	-7	2
O=c1ncn(-c2ccc(F)cc2)c2ncccc12	-13	-1	-1	2	-8	10	6	-2	11	-10
O=C(C1CCN(S(=O)(=O)c2ccccc2)CC1)N1CCN(c2ccccc2F)CC1	5	-2	1	-5	-1	6	-9	0	-6	2
CC(=O)c1ccc(S(=O)(=O)N(C)CC(=O)NCc2ccco2)cc1	5	3	-2	-7	0	2	-9	-1	3	8
Clc1ccc(C2NCCc3sccc32)cc1 (stereo not given)	5	-5	-8	1	0	4	1	0	-8	3
Cc1ccc(NC(=O)CSc2nnc(Cc3cccn3C)n2-c2ccc(F)cc2)cc1	2	2	-1	2	0	13	-5	-1	-2	0
CC(C)=NNc1ncnc2nc[nH]c12	5	-3	-4	-4	-7	-6	-38	-2	-5	10
COc1ccc(N2C(=O)CC(C#N)=C2N)cc1	-1	1	0	-11	-5	-3	0	-11	-2	1
COc1ccc(NC(=O)CCOc2ccc(C)cc2)cc1S(=O)(=O)N1CCCCC1	1	4	-4	-4	6	7	6	-1	8	-5
CC1CCCCC1n1c(=S)[nH]c2ccccc2c1=O (stereo not given)	-1	-2	-13	1	7	5	12	2	-7	2
CCOc1ccc(-c2nnc3n2N=C(c2ccc(OC)cc2)CS3)cc1	0	-3	-13	-8	-1	1	-9	4	10	-5
Cc1cc(=O)[nH]c(Nc2ccc(Cl)cc2)n1	0	3	14	-4	-5	2	-8	-2	13	13
CC1=CC(c2ccccc2)=Nc2ccc(C)cc2N1	8	10	2	-14	-13	-3	-23	-14	-2	-1

Of the compounds above, 8 contain an NH in an aromatic ring.
SMILES	DDE Tn6 FP inh	DDE Tn7 FP inh	TDP2 inh	PLCb3 inh	ADAM17 inh	ASAP1 inh	ADAM10 inh	PLCg1 inh	ARFGAP1 inh	SIAE inh
C=CCNC(=O)CSc1n[nH]c(-c2cc(Cl)ccc2OC)n1	-2	8	4	-4	-4	-1	-8	-1	-6	-2
COc1ccc(N=Nc2c(C)[nH][nH]c2=O)cc1	1	-2	-10	2	3	6	18	4	4	2
Cc1ccc(S(=O)(=O)c2c[nH]c3ccc(C)cc3c2=O)cc1	0	0	-6	-7	-6	8	-4	0	-10	0
CCOC(=O)c1[nH]c(C)c(C(=O)N(CC)CC)c1C	-3	8	8	-4	-2	-11	-18	-2	3	1
N#Cc1c(-c2ccccc2)nc(SCc2ccc(Cl)cc2)[nH]c1=O	-5	-3	16	-15	-3	-8	6	-5	-8	-10
CC(C)=NNc1ncnc2nc[nH]c12	5	-3	-4	-4	-7	-6	-38	-2	-5	10
CC1CCCCC1n1c(=S)[nH]c2ccccc2c1=O (stereo not given)	-1	-2	-13	1	7	5	12	2	-7	2
Cc1cc(=O)[nH]c(Nc2ccc(Cl)cc2)n1	0	3	14	-4	-5	2	-8	-2	13	13
